Assay outcomes deposited in PubChem BioAssay by several laboratories.
Siah-1 displacement = Siah-1 peptide-binding antagonists, primary screen, biochemical, fluorescence polarization, rhodamine-plectin, uHTS (AID 1817) | Siah-1 / rhodamine-plectin peptide fluorescence polarization; higher % means a stronger effect | one-dose displacement, % at 20 µM; IC50 in µM for titrated hits | 0.02% of 290,000 active;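 active = displacement of at least 50% at 20 µM, with a fluorescence ratio check between 0.3 and a set limit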;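 also: plate controls were Siah plus tracer with DMSO for no effect and tracer alone without Siah for full effect; strong numbers were not always called active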
Hep lipid drop = hepatic lipid droplet formation modulation; AML12 mouse hepatocytes, oleate lipid droplets, BODIPY imaging; inhibition, % at 6.5 µM; 0.4% of 240,000 active; AID 1656;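 active = lipid droplet intensity inhibited by at least 50%, with more than 500 cells counted; inconclusive = wells with under 300 cells, treated as cytotoxic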
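System: AML12 hepatocytes (mouse). Probe or stimulus: oleic acid at 100 µM to induce lipid droplet formation. Times: overnight treatment with compound plus oleate. Detection: Image-based BODIPY and DAPI two-channel analysis. Evaluation: percent inhibition of filter-corrected integrated lipid droplet intensity per well.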
M1AAP inhibition = malaria alanyl aminopeptidase activity blockers – biochemical, fluorogenic H-Leu-NHMec substrate, 1536-well (AID 1445); recombinant M1AAP, H-Leu-NHMec fluorogenic kinetic assay; higher % means a stronger effect; one-dose inhibition, % at 30 µM; IC50 in µM for titrated hits; 0.42% of 220,000 active;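 active = primary inhibition above the hit cutoff, then over 50% inhibition at one or more dose response concentrations, cut at about 23% in these data, passing the limit was not always enough; inconclusive = conflicting primary data, or primary hits not chosen for dose response; inactive = low primary inhibition, or under 50% at every dose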;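 also: plate controls were DMSO full reaction for no effect and no enzyme background for full effect; strong numbers were not always called active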
human PMI inhibition = inhibitors of human PMI, primary screen, biochemical, fluorescence intensity, coupled assay (AID 1209) | purified PMI enzyme, coupled fluorescence intensity; higher % means a stronger effect | inhibition, % at 20 µM; hits with a dose series show IC50 in µM | 0.42% of 190,000 active;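 also: plate controls were DMSO vehicle for no effect and wells lacking substrate for full effect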
UTI89 phage lysis = inhibition of K1F phage lysis, E. coli UTI89, bacterial capsule biogenesis inhibitors, alamar blue (AID 488966). E. coli UTI89 K1F phage lysis, alamar blue, 2 h; higher % means a stronger effect. inhibition, % at 100 µM, or IC50 in µM where a hit was titrated. 0.02% of 340,000 active;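 active = phage lysis inhibition, versus mean bacterial control, above a set limit; inconclusive = no clear call, values can overlap the other calls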;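 also: capsule biogenesis inhibitors block K1F phage lysis so surviving cells raise fluorescence; higher fluorescence means more inhibition of phage lysis; actives were called in the ten point dose series up to 300 µM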
P. falciparum M17LAP = P. falciparum M17LAP inhibitors, primary screen, biochemical, fluorogenic H-Leu-NHMec substrate, 1536-well (AID 1619) | recombinant M17LAP, H-Leu-NHMec fluorogenic kinetic assay; higher % means a stronger effect | inhibition, % at 30 µM, or IC50 in µM where a hit was titrated | 0.38% of 220,000 active;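 active = compound inhibiting the enzyme by more than half at any dose during confirmatory dose-response retesting; inconclusive = strong single-dose inhibitors picked by rank but not retested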;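 also: plate controls were full reaction with DMSO carrier for no effect and no enzyme background for full effect; strong numbers were not always called active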
XIAP displacement = small molecules displacing peptide from XIAP – biochemical, IAP family, fluorescence polarization (AID 1018); XIAP BIR domain, fluorescence polarization peptide displacement; higher % means a stronger effect; 0.007% of 200,000 active; one-dose displacement, % at 20 µM; IC50 in µM for titrated hits; in the data active = displacement above about 50%; also: a part of the inactive calls stands beside numbers as strong as those of hits
human PMI inhibitors = human PMI inhibitors, high substrate, primary screen, biochemical, fluorescence intensity, high mannose 6-phosphate (AID 1220); recombinant PMI enzyme, coupled fluorescence intensity; higher % means a stronger effect; inhibition, % at 20 µM; hits with a dose series show IC50 in µM; 0.66% of 190,000 active
TNAP activation fold = stimulation of alkaline phosphatase TNAP activity – biochemical, luminescent, no phosphate acceptor, uHTS, primary screen (AID 1001). activation fold at 20 µM; hits with a dose series show EC50 in µM. 0.03% of 200,000 active. purified TNAP, luminescent activation assay, no phosphate acceptor; higher activation fold means a stronger effect; in the data active = activation fold from about 3, or a potency from the dose series; inactive = the rest, 99 in 100 with activation fold below about 1.6; also: many of its hits are not listed in these tables
Hep lipid drop cells 6.5 µM = also measured in Hep lipid drop; calls as there; cell count; measured here: cell count, cytotoxicity flag;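 cells counted across two imaged fields per well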
The depositor's hits bear a star; i = inactive; u = inconclusive; x = no result given; & = joins results of further samples; [ ] = another dose, or the depositor's remark. Rule as the data show it, unless noted: active = inhibition above about 50%; inactive = the rest. Compounds as they come; 1.9% or so of the library scored in one or more.

Results follow in this order: Siah-1 displacement	Hep lipid drop	Hep lipid drop cells 6.5 µM	M1AAP inhibition	human PMI inhibition	UTI89 phage lysis	P. falciparum M17LAP	XIAP displacement	human PMI inhibitors	TNAP activation fold
Cc1cc(NC(=O)CN2CCCC2c2nc3ccccc3s2)no1 (stereo not given)
  -5%	x	x	-4%	-13%	-0.9%	-5%	-1.0%	-7%	1.1
COc1cc(NC(=O)c2cccs2)ccc1NC(=O)c1cc2ccccc2o1
  14%	-18	691	1%	-1%	0.1%	1%	-3.6%	-2%	1.1
Cc1nc(N2CCOCC2)nc(N2CCC(C)CC2)c1[N+](=O)[O-]
  -2%	2	603	0%	x	-0.3%	13%	x	x	x
COc1ccc(NC(=S)Nc2ccccc2)cc1
  0%&3%	2&8	812&420	10%	x	0.1%&0.0%	12%	x	x	x
O=C(c1ccccc1NS(=O)(=O)c1cccs1)N1CCCC1
  0%	x	x	7%	6%	-0.8%	-6%	-4.6%	10%	1.1
O=C(CCN1C(=O)COc2ccccc21)NCCN1CCc2ccccc2C1
  4%	x	x	-3%	7%	0.4%[50 µM]	1%	0.5%	6%	1.1
Cc1ccccc1NC(=O)COC(=O)CN1C(=O)NC(C)(C)C1=O
  0%	-9	760	0%	16%	3.2%	5%	-4.7%	11%	1.1
CC1CC(C)(C)NC(=S)N1CCC(=O)NCCc1ccc(Cl)cc1 (stereo not given)
  -3%	-26	697	-2%	0%	0.1%	-3%	-3.1%	3%	1
C=CCn1cnc2c(c1=O)c1nc3ccccc3nc1n2/N=C/c1cccc(OC)c1OC
  8%	x	x	x	1%	0.1%	x	-18%	5%	1.1
CCOC(=O)N1CCC2(CC1)C(C#N)=C(N)Oc1n[nH]c(CSc3ccc(C)cc3)c12
  -1%	3	746	7%	22%	1.5%	u	0.5%	19%	0.9
C#CC(C)(C)NC(=S)NC1CC2C=CC1C2 (stereo not given)
  2%	4	731	2%	x	-0.3%	-3%	x	x	x
COc1cc(NC(=O)c2ccco2)ccc1NC(=O)C(C)C
  1%	17	803	1%	-7%	0.6%	5%	-9.0%	-10%	1.1
COC(=O)C(NC(=O)c1cccnc1Cl)C(C)C (stereo not given)
  10%	27	692	3%	x	0.1%	2%	x	x	x
O=C(N/N=C/c1ccco1)c1cc(C2CC2)[nH]n1
  3%	-4	731	1%	x	-0.4%	-3%	x	x	x
O=C(NCC1CCCO1)c1cnn2c1NC(c1ccccc1)CC2C(F)(F)F (stereo not given)
  -1%	-2	770	2%	4%	-0.7%	11%	-1.0%	2%	1
O=S(=O)(c1ccc(Cl)s1)N1CCN(Cc2ccccc2)CC1
  -2%	3	678	3%	15%	-0.2%	-5%	-5.3%	22%	1
Cc1ccc(/C=C2\CCC3=C2OC(N)=C(C#N)C3c2ccc(C)cc2)cc1 (stereo not given)
  1%	x	x	15%	-1%	-0.1%	-5%	-13%	25%	0.8
CC(C)[C@H](Nc1ncnc2c1oc1ccccc12)C(=O)O
  4%	14	736	7%	x	0.4%	-2%	x	x	x
CN(C)c1ccc(S(=O)(=O)N(C)C)cc1[N+](=O)[O-]
  -6%	-4	663	6%	4%	0.4%	18%	-8.5%	3%	1
Cc1nn(C)c(Oc2cccc(Cl)c2)c1C=O
  -4%	x	x	6%	7%	0.2%	3%	-4.6%	10%	1.1

Other compounds:
Results follow in this order: Siah-1 displacement	Hep lipid drop	Hep lipid drop cells 6.5 µM	M1AAP inhibition	human PMI inhibition	UTI89 phage lysis	P. falciparum M17LAP	XIAP displacement	human PMI inhibitors	TNAP activation fold
c1ccc(-n2cccc2CNC2CCCCC2)cc1
  3%	x	x	2%	-4%	x	9%	0.5%	-5%	1.1
CN(Cc1ccccc1)C(=O)Cn1c(=O)oc2cc(S(=O)(=O)NCc3ccccc3)ccc21
  -4%	x	x	-2%	0%	0.2%	-9%	0.0%	-1%	1.2
O=C(O)c1ccc(N=NNc2cccc([N+](=O)[O-])c2)cc1
  6%	-3	681	15%	-5%	-0.5%	43%	-1.4%	-2%	1
O=C(c1ccccc1)c1cc(Cl)ccc1N1C(=O)C=CC1=O
  8%	14	677	6%	-19%	-1.0%	-10%	-5.9%	-51%	1
CC(C)C(=O)Nc1cccc(NC(=S)NC(=O)c2ccc([N+](=O)[O-])cc2)c1
  2%	x	x	12%	-5%	1.1%	10%	-5.2%	2%	0.8
CCOc1cc(CNC2CCCC2)c(Cl)cc1OCC(=O)Nc1ccccc1
  0%	-4	680	-2%	-9%	-0.2%	0%	-3.2%	3%	1.2
Cc1ccccc1Cn1cc(NC(=O)c2nc3ncccn3n2)cn1
  3%	2	790	0%	12%	6.0%	3%	-2.6%	11%	1
O=S(=O)(c1ccc(F)c(F)c1)N1CCN(Cc2ccc3c(c2)OCO3)CC1
  0%	x	x	3%	6%	-0.2%	17%	0.5%	11%	1.1
CCN(CC)S(=O)(=O)c1ccc(N2CCOCC2)c(NC(=O)Cc2ccccc2)c1
  4%	4	597	-2%	24%	1.2%[50 µM]	-13%	-7.2%	12%	1.1
CC1(C)NC(=O)N(CC(O)CN(Cc2ccccc2)Cc2ccccc2)C1=O (stereo not given)
  15%	8	623	1%	3%	0.1%	9%	-2.1%	-1%	1.1
O=C(O)CSc1nnc(-c2ccccc2)c(-c2ccccc2)n1
  -1%	-19	764	5%	x	-0.3%	16%	x	x	x
O=C1c2ccc([N+](=O)[O-])cc2C(=O)N1c1ccc(Cl)cn1
  12%	2	751	x	2%	0.5%	x	2.5%	3%	1.1
Cc1n[nH]c(C)c1S(=O)(=O)N1CCCC(C(=O)NCc2ccc(F)cc2)C1 (stereo not given)
  -9%	-4	711	-2%	-6%	-0.1%	-7%	-5.7%	-2%	0.6
O=c1c([N+](=O)[O-])c(N2CCCC2)c2ccccc2n1-c1ccccc1
  8%	2	727	11%	x	0.0%	-14%	-4.1%	x	1.1
CC(Cc1cccs1)NC(=O)Nc1ccc(Cl)cc1 (stereo not given)
  2%	-7	780	11%	3%	-0.7%	-8%	-6.8%	1%	1.1
Cc1ccc(-c2nnc(CSc3nnc4c5c(C)c(C)sc5nc(C(C)C)n34)o2)cc1
  3%	x	x	x	-10%	x	x	-2.7%	4%	1.1
O=P(O)(O)c1ccccc1OCc1ccccc1
  1%	x	x	-4%	-5%	0.4%	33%	-2.2%	-8%	0.8
CC1(C)CC(=O)C(C=NCCN2CCN(C(=S)Nc3ccc(F)cc3)CC2)=C(O)C1
  -1%	x	x	6%	3%	2.1%	4%	-4.1%	9%	1.1
COc1ccc(S(=O)(=O)ON=C2CC(C)(C)N(C(C)=O)C(C)(C)C2)cc1
  5%	0	668	5%	-14%	0.6%	8%	-1.4%	-17%	0.9
CCn1c(=O)n(CC)c2cc(S(=O)(=O)N3CCc4ccccc43)ccc21
  4%	-4	715	5%	8%	1.5%	3%	-5.1%	7%	1.2

Additional records.
Results follow in this order: Siah-1 displacement	Hep lipid drop	Hep lipid drop cells 6.5 µM	M1AAP inhibition	human PMI inhibition	UTI89 phage lysis	P. falciparum M17LAP	XIAP displacement	human PMI inhibitors	TNAP activation fold
COc1ccc(CCCc2nnc(SCc3nc4ccccc4c(=O)[nH]3)n2C)cc1C
  4%	-7	720	-1%	-7%	-0.8%	-5%	-5.1%	-9%	1.1
O=C(CSc1nnc(-c2ccco2)n1Cc1ccccc1)OC1CCCCC1
  3%	x	x	2%	8%	0.1%	5%	-3.0%	5%	1.1
COc1nc(N/N=C/c2cc3c(cc2Br)OCO3)nc(N2CCOCC2)n1
  3%	x	x	3%	13%	0.4%	-7%	-7.0%	10%	1.1
CC(C)NC(=O)CSc1nc2ccccc2n1-c1ccccc1
  4%	-12	733	-4%	0%	-0.8%	-5%	-16%	-1%	1.1
COC(=O)Cc1ccc(NC(=S)NCCCN2CCOCC2)cc1
  6%	23	644	-4%	-1%	i	-1%	0.9%	-4%	1.1
Cc1cccc(C(=O)O/N=C(\N)c2ccc(Br)cc2)c1
  -4%	5	748	-1%	12%	0.2%	-1%	1.5%	6%	1.1
O=C(NCCN1CCCC1)C1CCN(S(=O)(=O)N2CCC3(CC2)OCCO3)CC1
  1%	7	761	1%	-3%	7.0%	6%	-2.3%	-5%	1.2
COc1ccc(-c2cc(C(F)F)n3ncc(C(=O)N4CCCCC4)c3n2)cc1
  -8%	x	x	10%	3%	1.1%	2%	-1.6%	3%	1.1
COc1cc(NC(=O)COC(=O)c2ccc(C)c(S(=O)(=O)N3CCCCC3)c2)c(C)cc1[N+](=O)[O-]
  0%	19	649	-1%	12%	2.2%[50 µM]	-1%	1.7%	1%	1.1
COC(=O)Cn1c2ccc(C)cc2c2nc(C)sc21
  -2%	x	x	0%	14%	-0.7%	-16%	-4.0%	48%	1.1
COc1cc(=O)n2c(n1)SCCC2
  4%	x	x	7%	2%	-0.1%	7%	-3.9%	2%	1.1
O=S1(=O)N=C(N/N=C/C=C/c2ccccc2)c2ccccc21
  3%	1	535	6%	-33%	-9.0%	1%	-5.2%	-40%	1.2
C=CCc1c(C)nc(C)nc1N/N=C/c1ccccc1O
  -9%	0	714	12%	0%	4.1%	-7%	-8.2%	-2%	1.3
Cc1cccc(-c2nnc(SCC#N)n2-c2ccccc2)c1
  2%	x	x	7%	-11%	0.1%	17%	3.7%	-1%	1.1
C=C(C)CNC(=S)Nc1cccc(S(=O)(=O)NC2=NCCC2)c1
  1%	2	699	0%	9%	0.3%	7%	-7.0%	10%	1.1
COc1ccc(CCC(=O)N(C)CC(=O)Nc2ccc(N3CCOCC3)cc2)cc1
  5%	-8	777	-1%	-4%	0.4%	-5%	0.7%	-4%	1.2
CC(=O)Oc1c(C)c(=O)n(C)c2ccccc12
  4%	4	750	1%	-5%	5.6%	27%	-4.3%	-5%	1.1
CCN(CC)C(=O)Cn1cc(S(=O)(=O)CC(=O)NCCc2ccc(OC)c(OC)c2)c2ccccc21
  22%	2	716	6%	-2%	1.6%[50 µM]	6%	-4.8%	20%	1
Cc1ccnc(NC(=O)c2ccc(Cl)c(NC(=O)C(C)Oc3ccccc3)c2)c1 (stereo not given)
  14%	5	716	10%	15%	-1.0%	-7%	-5.0%	13%	1.1
O=C(C1=C[C@@H]2[C@H]3C(=O)N(c4cccc(Cl)c4)C(=O)[C@H]3[C@@H](C(=O)c3ccc(Cl)cc3)N2C=C1)c1ccccc1
  -1%	9	614	2%	-54%	0.2%	12%	-11%	-117%	1
O=C(c1cccc(S(=O)(=O)Nc2ccccc2F)c1)N1CCN(c2ccccc2F)CC1
  1%	0	679	-3%	-26%	0.0%	1%	-6.7%	-16%	1.1
COc1ccccc1N1CCN(C(CNC(=O)c2ccco2)c2cccnc2)CC1 (stereo not given)
  1%	11	597	15%	-3%	-0.3%	2%	-1.0%	2%	1.2
